Compound activity: PubChem BioAssay, several laboratories
HTR2A ag = mouse HTR2A agonism via beta-arrestin recruitment; CHO-K1 mHTR2A beta-arrestin complementation, luminescence; percent of 30 µM serotonin response; activation, % at 7.6 µM; actives 0.66% (n = 360,000);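 active means activation above a run cutoff, the mean activation of all tested compounds plus 3 SD, cut at about 14% in these data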;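 further: 0% = plate median of compound wells and 100% = 30 µM serotonin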
Exocytosis inh = blocks lytic granule exocytosis. inhibition, % at 10 µM. AID 651702. TALL-104 LAMP-1 surface exposure, flow cytometry; cells stimulated with thapsigargin and PMA. actives 0.66% (n = 360,000);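 active means inhibition above about 55%, limit read from the data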
ABCB6 inh MLPCN = human ABCB6 transporter inhibition; AID 602162; fluorescence ratio to DMSO, % at 10 µM; K562-ABCB6 porphyrin accumulation, flow cytometry, 1 h; hits give low values; actives 0.19% (n = 360,000);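 active means fluorescence ratio to DMSO below 75%, the collection mean minus 3 SD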;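 further: signal is porphyrin accumulated inside mitochondria; 100% equals median channel fluorescence of DMSO control wells; lower ratio means ABCB6 inhibition with less porphyrin fluorescence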
MC4R ag barr = agonists of human melanocortin 4 receptor (MC4R) beta-arrestin. U2OS MC4R beta-arrestin complementation, luminescence; percent of melanotan II response, DMSO zero. activation, % at 8.9 µM. actives 0.98% (n = 360,000). AID 540308;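 active means activation above a per-plate cutoff, the mean activation of sample wells on that plate plus 3 SD, cut at about 8% in these data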
Glyco luc inh = N-linked glycosylation inhibition; D54 ERlucT glycosylation luciferase reporter, 24 h; percent of 100 nM tunicamycin response; reporter increase, % at 12.5 µM; actives 0.23% (n = 360,000); AID 588692;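 active means mean luciferase reporter signal, scaled so untreated is 0 and the glycosylation-blocking control 100, at or above a set limit in every replicate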;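 further: luciferase carries N-glycosylation sites so blocking glycosylation raises the light; 0% = median of neutral control wells and 100% = median of 100 nM tunicamycin wells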
MC4R antag cAMP = blocks human MC4R cAMP signaling | P32245 | MC4R-expressing cells, MTII-stimulated cAMP, LANCE TR-FRET | inhibition, % at 6.5 µM | actives 0.48% (n = 360,000) | AID 540295;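 active means inhibition above its plate's cutoff, the mean of tested wells on that plate plus 3 SD, cut at about 29% in these data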;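 further: 0% = Melanotan II alone and 100% = Melanotan II plus saturating MCL0020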
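System – human MC4R-expressing U2OS cells · Also added – Melanotan II · Dosing – one concentration, 6.5 µM nominal · Timing – 30-min compound, 1-h challenge, 1-h detection, room temperature · Measured by – Eu-cAMP/anti-cAMP TR-FRET, emission 671 nm · Replicates – singlicate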
hiPSC survival = hiPSC single-cell survival enhancement. ATPlite luminescence; 100% = ROCK inhibitor wells, 0% = DMSO. survival enhancement, % at 20 µM. actives 0.044% (n = 360,000); in the data active means survival enhancement above about 18%;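 further: cells exposed to compounds for 16 hours before the ATP read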
aDG glyco up = increases alpha dystroglycan glycosylation; Pro5-aDG cells, alpha-DG glycosylation AlphaScreen (IIH6); 0% Pro5, 100% B10-LARGE cell signal; activation, % at 10 µM; actives 0.22% (n = 360,000);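 active means activation of at least 8% versus controls, or a plate z-score of at least 8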;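 further: Pro5 are CHO cells carrying HIG-tagged alpha-DG that lacks glycosylation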
Cardio protect = myocardial damage modulation in H9c2 cells | H9c2 cardiomyocytes, H2O2 injury protection, ATPLite, 2 h | protection from H2O2 cell death, % at 20 µM | actives 0.63% (n = 360,000);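 active means compounds giving at least 50% protection of heart cells from peroxide-induced death in the single-dose screen, raw or plate-pattern-corrected value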;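 further: 0% = DMSO wells with peroxide and 100% = DMSO wells without peroxide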
ABHD5-PLIN5 inh = inhibitors of human ABHD5-perilipin-5 interaction; actives 0.78% (n = 360,000); inhibition, % at 4 µM; Split G. princeps luciferase complementation, luminescence, 4 h; AID 602281; Q00G26+Q8WTS1;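 active means inhibition above the mean inhibition across every tested compound plus 3 SD, cut at about 22% in these data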;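 further: 0% = DMSO only wells and the 100% control is not disclosed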
Target sequence (Q00G26 whole entry, looked up): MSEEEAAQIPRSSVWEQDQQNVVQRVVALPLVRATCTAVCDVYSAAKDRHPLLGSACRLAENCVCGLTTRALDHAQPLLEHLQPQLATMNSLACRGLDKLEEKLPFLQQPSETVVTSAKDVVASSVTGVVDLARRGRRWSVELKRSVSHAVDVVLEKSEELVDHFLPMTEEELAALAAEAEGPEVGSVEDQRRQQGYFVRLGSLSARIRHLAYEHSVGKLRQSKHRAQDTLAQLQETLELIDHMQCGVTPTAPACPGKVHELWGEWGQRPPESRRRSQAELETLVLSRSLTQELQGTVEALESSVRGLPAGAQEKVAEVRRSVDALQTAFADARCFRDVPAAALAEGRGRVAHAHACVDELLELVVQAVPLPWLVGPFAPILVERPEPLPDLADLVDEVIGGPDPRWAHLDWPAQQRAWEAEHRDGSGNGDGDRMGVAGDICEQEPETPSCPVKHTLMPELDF
Target sequence (Q8WTS1 whole entry, looked up): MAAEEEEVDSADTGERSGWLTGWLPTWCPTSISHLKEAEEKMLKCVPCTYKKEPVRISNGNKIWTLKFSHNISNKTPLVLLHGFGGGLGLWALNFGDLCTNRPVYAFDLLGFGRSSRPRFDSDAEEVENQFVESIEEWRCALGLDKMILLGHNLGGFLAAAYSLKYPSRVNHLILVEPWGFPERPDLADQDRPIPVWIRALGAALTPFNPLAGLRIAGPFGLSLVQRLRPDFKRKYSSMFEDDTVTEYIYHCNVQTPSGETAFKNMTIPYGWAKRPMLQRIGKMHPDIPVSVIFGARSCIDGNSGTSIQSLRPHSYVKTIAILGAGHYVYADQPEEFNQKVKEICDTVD
Starred values were filed as active, the others as inactive. The order is random (roughly 4.5% active in at least one column).

CCOC(=O)c1c(NC(=O)CS(=O)(=O)c2cn(CC)c3ccccc23)sc2c1CCCC2 was read as HTR2A ag 9, Exocytosis inh 0, ABCB6 inh MLPCN 93, MC4R ag barr 1.6, Glyco luc inh 1, MC4R antag cAMP 12, hiPSC survival 1.0, aDG glyco up -0.1, Cardio protect -14 and ABHD5-PLIN5 inh -5.
For Clc1ncc2[nH]cnc2n1 the results were HTR2A ag -1, Exocytosis inh 1, ABCB6 inh MLPCN 100, MC4R ag barr 0.4, Glyco luc inh -2, MC4R antag cAMP 17, hiPSC survival -2.5, aDG glyco up -0.1, Cardio protect 4 and ABHD5-PLIN5 inh -2.
COc1ccc(NC(=O)CN(C)CC(=O)NCC(=O)Nc2ccc(F)cc2)cc1 was read as HTR2A ag 16*, Exocytosis inh 10, ABCB6 inh MLPCN 101, MC4R ag barr -3.5, Glyco luc inh 4, MC4R antag cAMP -1, hiPSC survival 1.0, aDG glyco up -0.1, Cardio protect 5 and ABHD5-PLIN5 inh 7.
Screening O=C(COc1cccc2cccnc12)N/N=C1\SCC(=O)N1CCc1ccccc1 returned HTR2A ag -2, Exocytosis inh -8, ABCB6 inh MLPCN 97, MC4R ag barr -3.0, Glyco luc inh 4, MC4R antag cAMP 9, hiPSC survival 0.8, aDG glyco up 0.8, Cardio protect 16 and ABHD5-PLIN5 inh 1.
`CCCN(CC1CCCO1)C(=O)c1cc(COc2ccc(F)cc2F)on1` (stereo not drawn) gave HTR2A ag -8, Exocytosis inh -1, ABCB6 inh MLPCN 101, MC4R ag barr -1.9, Glyco luc inh -1, MC4R antag cAMP 2, hiPSC survival 0.0, aDG glyco up -0.2, Cardio protect -5 and ABHD5-PLIN5 inh 5.
For O=C(O)CCC(=O)NNC(=O)c1ccc(-c2ccccc2)cc1 the results were HTR2A ag 0, Exocytosis inh 3, ABCB6 inh MLPCN 89, MC4R ag barr 1.6, Glyco luc inh -1, MC4R antag cAMP 4, hiPSC survival 5.0, aDG glyco up 0.2, Cardio protect -2 and ABHD5-PLIN5 inh -11.
For Nc1[nH]c(C(=O)c2ccccc2)c(-c2ccccc2C(F)(F)F)c1C(=O)NCc1ccc(F)cc1 the results were HTR2A ag -1, Exocytosis inh 8, ABCB6 inh MLPCN 127, hiPSC survival -1.1, aDG glyco up -0.1 and ABHD5-PLIN5 inh -8.
For COc1ccc2[nH]c(=O)c(CN(CCc3cccc(C)c3)C(C)=O)cc2c1 the results were HTR2A ag 0, Exocytosis inh -4, ABCB6 inh MLPCN 86, MC4R ag barr -1.1, Glyco luc inh 2, MC4R antag cAMP 2, hiPSC survival 3.3, aDG glyco up 0.1, Cardio protect -4 and ABHD5-PLIN5 inh 2.
For O=C(NCCN1CCCC1)c1ccc2c(=O)n(CCc3ccccc3)c(=O)[nH]c2c1 the results were HTR2A ag -4, Exocytosis inh -3, ABCB6 inh MLPCN 97, MC4R ag barr -2.1, Glyco luc inh -5, MC4R antag cAMP 4, hiPSC survival -1.7, aDG glyco up 0.2, Cardio protect 21 and ABHD5-PLIN5 inh -2.
`CCC(C)c1ccccc1OCCCN(C)Cc1ccccc1` (stereo not drawn) gave HTR2A ag -3, Exocytosis inh 2, ABCB6 inh MLPCN 99, MC4R ag barr 4.9, Glyco luc inh -1, MC4R antag cAMP 6, hiPSC survival -0.4, aDG glyco up -0.1, Cardio protect -10 and ABHD5-PLIN5 inh 16.
`CC(=O)c1ccc(NC(=O)c2cc(C)nc3ccccc23)cc1` gave HTR2A ag -1, Exocytosis inh -10, ABCB6 inh MLPCN 100, MC4R ag barr 1.6, Glyco luc inh 0, MC4R antag cAMP 2, hiPSC survival 0.6, aDG glyco up 0.1, Cardio protect 2 and ABHD5-PLIN5 inh -1.
Screening CCOC(=O)c1c(C)[nH]c(C(=O)NNC(=O)c2ccc(Br)cc2)c1C returned HTR2A ag -9, Exocytosis inh -11, ABCB6 inh MLPCN 97, MC4R ag barr 3.1, Glyco luc inh 0, MC4R antag cAMP -6, hiPSC survival 0.3, aDG glyco up -0.2, Cardio protect -3 and ABHD5-PLIN5 inh 9.
Screening COC(=O)[C@]1(C)N[C@H](CN(C)C(=O)c2ccccc2)[C@@H]2C(=O)N(C)C(=O)[C@@H]21 returned HTR2A ag 8, Exocytosis inh 1, ABCB6 inh MLPCN 99, MC4R ag barr 0.8, Glyco luc inh 3, MC4R antag cAMP 4, hiPSC survival -0.3, aDG glyco up 0.0, Cardio protect -9 and ABHD5-PLIN5 inh 12.
Screening COc1ccc(OC)c(NC(=O)[C@H]2CC=CC[C@H]2C(=O)O)c1 returned HTR2A ag -3, Exocytosis inh 0, ABCB6 inh MLPCN 102, MC4R ag barr -0.8, Glyco luc inh 3, MC4R antag cAMP 7, hiPSC survival 0.5, aDG glyco up 0.0, Cardio protect 0 and ABHD5-PLIN5 inh -3.
COC(=O)c1ccc(NC(=O)CN2CCN(CC#N)CC2)cc1 was read as HTR2A ag 6, Exocytosis inh -10, ABCB6 inh MLPCN 99, MC4R ag barr -1.0, Glyco luc inh 3, MC4R antag cAMP 13, hiPSC survival -0.5, aDG glyco up 0.1, Cardio protect 5 and ABHD5-PLIN5 inh -21.
CC(=O)c1cc(-c2ccccc2)n(CC(=O)NCc2cccs2)c1C was read as HTR2A ag -1, Exocytosis inh -5, ABCB6 inh MLPCN 100, MC4R ag barr -2.9, Glyco luc inh 0, MC4R antag cAMP 11, hiPSC survival -0.2, aDG glyco up 0.2, Cardio protect -10 and ABHD5-PLIN5 inh 2.
Screening COc1cc(NC(=O)N2CCc3nc(Nc4cc(Cl)cc(Cl)c4)ncc3C2)cc(OC)c1OC returned HTR2A ag -3, Exocytosis inh 3, ABCB6 inh MLPCN 91, MC4R ag barr -3.3, Glyco luc inh 11, MC4R antag cAMP 15, hiPSC survival -0.7, aDG glyco up 0.4, Cardio protect 15 and ABHD5-PLIN5 inh 0.
Screening O=C(NCCCN1CCOCC1)c1ccc(Cl)cc1Cl returned HTR2A ag 3, Exocytosis inh -15, ABCB6 inh MLPCN 101, MC4R ag barr 1.1, Glyco luc inh -2, MC4R antag cAMP 11, hiPSC survival -0.5, aDG glyco up 0.0, Cardio protect 2 and ABHD5-PLIN5 inh -1.
Screening CCC1COCCS(=O)(=O)N1Cc1cccc(Cl)c1 (stereo not drawn) returned HTR2A ag -5, Exocytosis inh 4, ABCB6 inh MLPCN 97, MC4R ag barr -1.6, Glyco luc inh -4, MC4R antag cAMP 3, hiPSC survival -0.7, aDG glyco up -0.1, Cardio protect 0 and ABHD5-PLIN5 inh 3.
Screening CC(C)C[C@H]1CNC(=S)N1CC1CCCN1C[C@H](CC(C)C)N1C[C@H](Cc2ccc(O)cc2)N(CC2CCCCC2)C1=S (stereo partly drawn) returned HTR2A ag -9, Exocytosis inh 46, ABCB6 inh MLPCN 101, MC4R ag barr -3.9, Glyco luc inh -12, MC4R antag cAMP 2, hiPSC survival -4.4, aDG glyco up 0.0, Cardio protect -36 and ABHD5-PLIN5 inh -11.
`Cc1cc(OCC(=O)OC(C)C(=O)NC2CC2)c(C(C)C)cc1Cl` (stereo not drawn) gave HTR2A ag -5, Exocytosis inh 0, ABCB6 inh MLPCN 100, MC4R ag barr 1.6, Glyco luc inh 0, MC4R antag cAMP 8, hiPSC survival 4.7, aDG glyco up 1.2, Cardio protect -4 and ABHD5-PLIN5 inh -1.
Screening O=C(NC(=S)Nc1ccccc1N1CCCCC1)c1ccc(F)cc1Cl returned HTR2A ag 17*, Exocytosis inh 7, ABCB6 inh MLPCN 102, MC4R ag barr 1.5, Glyco luc inh -5, MC4R antag cAMP 3, hiPSC survival -0.2, aDG glyco up -0.4, Cardio protect -7 and ABHD5-PLIN5 inh -6.
`O=C(CCS(=O)(=O)c1ccc(Cl)cc1)NCCc1c[nH]c2ccccc12` gave HTR2A ag -7, Exocytosis inh 2, ABCB6 inh MLPCN 84, MC4R ag barr -1.7, Glyco luc inh 1, MC4R antag cAMP 1, hiPSC survival 0.6, aDG glyco up -0.2, Cardio protect 8 and ABHD5-PLIN5 inh 6.
`O=C(c1ccco1)N1CCN(C2CC(=O)N(c3ccc4c(c3)OCO4)C2=O)CC1` (stereo not drawn) gave HTR2A ag 2, Exocytosis inh 0, ABCB6 inh MLPCN 98, MC4R ag barr 1.6, Glyco luc inh 1, MC4R antag cAMP 4, hiPSC survival -0.2, aDG glyco up 0.2, Cardio protect -1 and ABHD5-PLIN5 inh -9.
CC[C@H](C)[C@H](NC(=O)CNC(=O)COc1cc2c(c3oc(=O)cc(C)c13)CCC(C)(C)O2)C(=O)O was read as HTR2A ag 5, Exocytosis inh -11, ABCB6 inh MLPCN 100, MC4R ag barr -1.3, Glyco luc inh 1, MC4R antag cAMP 13, hiPSC survival -0.4, aDG glyco up 0.0, Cardio protect -2 and ABHD5-PLIN5 inh 5.
For Cc1cc(N)n2ncc(-c3ccccc3)c2n1 the results were HTR2A ag -3, Exocytosis inh -2, ABCB6 inh MLPCN 98, MC4R ag barr -0.4, Glyco luc inh -1, MC4R antag cAMP -9, hiPSC survival 1.7, aDG glyco up -0.3, Cardio protect -9 and ABHD5-PLIN5 inh 0.
For CC(C)CC(NC(=O)C1CCC(C)CC1)C(=O)Nc1cccnc1 (stereo not drawn) the results were HTR2A ag 0, Exocytosis inh -1, ABCB6 inh MLPCN 97, MC4R ag barr -2.1, Glyco luc inh -2, MC4R antag cAMP 3, hiPSC survival -1.3, aDG glyco up 0.5, Cardio protect -1 and ABHD5-PLIN5 inh 4.
`O=C(c1ccccc1)c1ccc(O)c(O)c1O` gave HTR2A ag 3, Exocytosis inh 5, ABCB6 inh MLPCN 98, MC4R ag barr 0.8, Glyco luc inh 1, MC4R antag cAMP 7, hiPSC survival -3.3, aDG glyco up -0.1, Cardio protect 13 and ABHD5-PLIN5 inh -4.
Screening O=C(CN1CCC(n2cnc3cc(F)ccc32)CC1)Nc1ccccc1Br returned HTR2A ag 1, Exocytosis inh -2, ABCB6 inh MLPCN 96, MC4R ag barr -2.0, Glyco luc inh 0, MC4R antag cAMP 3, hiPSC survival 0.6, aDG glyco up 0.2, Cardio protect 3 and ABHD5-PLIN5 inh 6.
Screening C/C(=N\NC(=S)NC(C)C)c1ccco1 returned HTR2A ag 0, Exocytosis inh -2, ABCB6 inh MLPCN 88, MC4R ag barr 1.7, Glyco luc inh 1, MC4R antag cAMP -6, hiPSC survival -0.4, aDG glyco up 0.5, Cardio protect -2 and ABHD5-PLIN5 inh 0.

2 entries drawn at random from the list so far:
Screening O=C(CN1CCC(n2cnc3cc(F)ccc32)CC1)Nc1ccccc1Br returned HTR2A ag 1, Exocytosis inh -2, ABCB6 inh MLPCN 96, MC4R ag barr -2.0, Glyco luc inh 0, MC4R antag cAMP 3, hiPSC survival 0.6, aDG glyco up 0.2, Cardio protect 3 and ABHD5-PLIN5 inh 6.
For CC(C)CC(NC(=O)C1CCC(C)CC1)C(=O)Nc1cccnc1 (stereo not drawn) the results were HTR2A ag 0, Exocytosis inh -1, ABCB6 inh MLPCN 97, MC4R ag barr -2.1, Glyco luc inh -2, MC4R antag cAMP 3, hiPSC survival -1.3, aDG glyco up 0.5, Cardio protect -1 and ABHD5-PLIN5 inh 4.
